Source: PubChem BioAssay (National Center for Advancing Translational Sciences (NCATS))
GLS inh = qHTS for Inhibitors of Glutaminase (GLS); GLS enzymatic activity, qHTS titration; Potency, µM (doses to about 45.5 µM), inactives show at the top dose activity change, negative = inhibition, usual class: inhibitors; AID 624170, 2012; Glutaminase kidney isoform, mitochondrial (Homo sapiens), O94925; hit rate 0.21% among 410,000; also: potency is read from the fitted curve at half-maximal effect; % is scaled to controls: 0 for no effect and ±100 for the full control effect
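hKGA in 45 mM KH2PO4 pH 8.2, 0.02% Tween-20 with pin-transferred compounds; 1 mM L-glutamine (stock) plus glutamate oxidase/HRP/Amplex Red coupling added. Fluorescence read initially and after 30 min at RT.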
Pin1 inhibitor = qHTS Assay to Find Inhibitors of Pin1; Pin1 FP peptide displacement, HiFluor488, 10 min; Potency, µM (titrated, usually from 115 µM), without a hit: at the top dose activity, negative = inhibition, most hits filed as inhibitors; hit rate 0.009% among 390,000; AID 504891, 2011; active = well fitted inhibition curve with a large enough effect in the polarisation, with a control signal flat, not every such curve was filed as active; inconclusive = small, poorly fitted or top-dose-only effect, or effect the other way, or a change in a side signal; inactive = no such curve, though single readings can be large or run the other way; the % refers to the polarisation; also: potency is read from the fitted curve at half-maximal effect; % is scaled to controls: 0 for no effect and ±100 for the full control effect
Target sequence (Q13526 whole entry, looked up): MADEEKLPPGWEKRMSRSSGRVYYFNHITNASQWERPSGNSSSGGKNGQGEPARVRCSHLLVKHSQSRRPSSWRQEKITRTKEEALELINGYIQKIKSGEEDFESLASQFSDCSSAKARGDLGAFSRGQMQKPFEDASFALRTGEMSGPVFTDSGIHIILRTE
JMJD2A Tudor = qHTS Assay for Inhibitors of JMJD2A-Tudor Domain. Potency, µM (titrated, usually from 114 µM), for the others: at the highest dose activity change, negative = inhibition, usual class: inhibitors. hit rate 4.4% among 390,000. Lysine-specific demethylase 4A (Homo sapiens), O75164. AlphaScreen JMJD2A-Tudor / H3K4me3 peptide binding. AID 504339, 2011; also: potency is read from the fitted curve at half-maximal effect; % is scaled to controls: 0 for no effect and ±100 for the full control effect; nearly all actives have a fitted effect of over 50% in size
ERG-DNA inh = qHTS for Small Molecule Inhibitors of the ERG Ets/DNA interaction | Transcriptional regulator ERG (Homo sapiens), P11308 | Potency, µM (titrated, usually from 76.9 µM), without a hit: at the highest dose FP activity, negative = inhibition, actives largely listed as inhibitors | hit rate 0.028% among 370,000 | AID 624246, 2012 | fluorescence polarization, His-ERG Ets domain / labelled DNA; active = well fitted inhibition curve with a large enough effect in the polarisation, with a control signal flat; inconclusive = small, poorly fitted or top-dose-only effect, or effect the other way, or a change in a side signal; inactive = no such curve, though single readings can be large or run the other way; the % refers to the polarisation;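 also: polarization taken with two DNA probes labelled with fluorescein and Texas red; potency is read from the fitted curve at half-maximal effect; % of control where 0% means no effect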
Target sequence (P11308 whole entry, looked up, the tested form may be a part): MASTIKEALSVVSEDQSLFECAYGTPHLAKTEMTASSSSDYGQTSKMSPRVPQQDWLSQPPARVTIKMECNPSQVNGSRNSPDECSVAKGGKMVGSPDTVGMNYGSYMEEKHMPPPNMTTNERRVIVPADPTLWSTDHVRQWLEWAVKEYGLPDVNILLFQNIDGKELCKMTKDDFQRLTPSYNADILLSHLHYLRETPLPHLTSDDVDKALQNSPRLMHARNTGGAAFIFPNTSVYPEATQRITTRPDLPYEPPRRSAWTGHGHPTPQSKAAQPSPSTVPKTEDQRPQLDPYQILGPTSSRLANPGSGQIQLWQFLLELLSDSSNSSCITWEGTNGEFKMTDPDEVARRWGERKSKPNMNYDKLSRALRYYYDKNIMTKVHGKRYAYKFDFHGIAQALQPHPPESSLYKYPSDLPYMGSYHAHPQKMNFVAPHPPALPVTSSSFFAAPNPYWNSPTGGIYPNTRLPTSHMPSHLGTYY
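His-tagged ERG Ets domain (1 uM in the protein solution; 300mM KCl, 50mM Tris-HCl, 1mM EDTA, 1mM DTT, pH 7.5) received compound, then a probe mix of 5 nM fluorescein-DNA and 100nM Texas-615-DNA. Fluorescence polarization was read for both dyes.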
Tb PGK inh = qHTS Assay to Find Inhibitors of Phosphoglycerate Kinase | Potency, µM (doses to about 57.5 µM), without a hit: at the highest dose activity change, negative = inhibition, most hits filed as inhibitors | hit rate 0.043% among 380,000 | PGK/GAPDH coupled, Kinase-Glo luminescence, 60 min | Phosphoglycerate kinase, glycosomal (Trypanosoma brucei brucei), P07378 | AID 602233, 2012; also: potency is read from the fitted curve at half-maximal effect; % is scaled to controls: 0 for no effect and ±100 for the full control effect; nearly all actives have a fitted effect of over 60% in size
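Luminescent ATP detection (Kinase-Glo Plus) follows a 60-minute room-temperature incubation, with wells lacking PGK as controls. Buffer: 100 mM TEA (pH 7.6), 5 mM MgCl2, 0.01% Tween-20. Coupling enzyme GAPDH (100 nM final) supplies unstable 1,3-BPG in-well.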
PI4K2A block = qHTS for small molecular inhibitors of PI4K2A. hit rate 0.13% among 420,000. AID 1346378, 2018. activity change, negative = inhibition, % at 76.9 µM. Phosphatidylinositol 4-kinase type 2-alpha (Homo sapiens), Q9BTU6. purified PI4K2A, ADP-Glo luminescence, 1 h; hits give low values; in the data active = activity change below about -50%; inconclusive = mostly about -30% to -49%;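 also: -100% = wells without enzyme as full effect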
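ADP-Glo luminescence measured ADP generated by PI4K2A enzyme (4 ug/mL before mixing) with 1.2 mM PI substrate (pre-mix) and 300 microM ATP (pre-mix). Tris pH7.5 buffer with MgCl2, Triton X-100; 1 h reaction at ambient temperature.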
HP1b binding inh = HTS for Inhibitors of HP1-beta Chromodomain Interactions with Methylated Histone Tails. AlphaScreen HP1-beta / biotin-H3K9me3 peptide binding. Potency, µM (top dose mostly 114 µM), for the others: at the top dose activity change, negative = inhibition, usual class: inhibitors. hit rate 0.56% among 390,000; also: potency is read from the fitted curve at half-maximal effect; nearly all actives have a fitted effect of over 70% in size; inactives centre near 23
Target sequence (P83916 whole entry, looked up): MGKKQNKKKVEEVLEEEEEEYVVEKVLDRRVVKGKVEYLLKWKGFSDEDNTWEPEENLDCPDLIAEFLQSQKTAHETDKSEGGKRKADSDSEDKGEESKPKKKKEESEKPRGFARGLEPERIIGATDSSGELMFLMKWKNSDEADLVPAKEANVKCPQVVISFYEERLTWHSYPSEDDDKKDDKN
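AlphaScreen: HP1-beta (50 nM) preformed 30 min with biotin-H3(1-18)K9me3 peptide (50 nM) in PBS pH 7.4, 0.01% Tween-20. Compound added for 30 min at RT, then streptavidin donor/nickel chelate acceptor beads (10 ug/mL) for 30 min.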
G9a block = qHTS Assay for Inhibitors of Histone Lysine Methyltransferase G9a; Histone-lysine N-methyltransferase EHMT2 (Homo sapiens), Q96KQ7; G9a H3K9 monomethylation, AlphaScreen, 2 h; Potency, µM (series often up to 102 µM), inactives show at the highest dose activity, negative = inhibition, hits mostly inhibitors; hit rate 8.8% among 350,000; AID 504332, 2011; also: potency is read from the fitted curve at half-maximal effect; % is scaled to controls: 0 for no effect and ±100 for the full control effect; nearly all actives have a fitted effect of over 75% in size
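AlphaScreen read-out: biotin-H3K9 peptide (500 nM) methylation by 20 nM enzyme with 20 uM SAM, 2 h at room temperature after 15 min compound preincubation; anti-monomethyl H3K9 antibody plus donor/acceptor beads, 10 min dark.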
BAZ2B block = qHTS Assay for Inhibitors of BAZ2B; Bromodomain adjacent to zinc finger domain protein 2B (Homo sapiens), Q9UIF8; AlphaScreen BAZ2B-H3K14Ac peptide displacement; Potency, µM (series often up to 114 µM), inactives show at the top dose activity change, negative = inhibition, usual class: inhibitors; hit rate 4.4% among 360,000; AID 504333, 2011; also: potency is read from the fitted curve at half-maximal effect; % is scaled to controls: 0 for no effect and ±100 for the full control effect; nearly all actives have a fitted effect of over 60% in size
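Inhibition is scored as reduced AlphaScreen emission. The BAZ2B/b-H3(5-23)K14Ac complex (50 nM each) in PBS pH 7.4, 0.01% Tween-20 meets compound (up to 110 uM) for 30 min at RT before bead addition.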
Numbers without * were called inactive; i = inactive; u = inconclusive; x = not tested or not shown; & = joins results of further samples; [ ] = dose if it differs, or a comment. Unless noted, calls follow the shape of the dose curve; as a rule, active = well fitted curve in the direction sought with a large enough effect; inconclusive = small, poorly fitted or top-dose-only effect, or another doubt; inactive = no such curve, though single readings can be large; an effect the other way counts as inactive or inconclusive.

item	GLS inh	Pin1 inhibitor	JMJD2A Tudor	ERG-DNA inh	Tb PGK inh	PI4K2A block	HP1b binding inh	G9a block	BAZ2B block	molecule
1	2%	2%	-6%	-18%	i	5	53%[activator]	11%[59 µM]	-5%	CCOC(=O)C1=C(C)C(c2ccc(OC)cc2)NC(=O)N1 (stereo unspecified)
2	-4%	8%	17%	x	x	1	109%[activator]	46%[activator]	19%	O=C(Nc1sc2c(c1C(=O)NCC1CCCO1)CCCC2)c1cccs1 (stereo unspecified)
3	-8%	u	-9%	3%	-3%	0	32%[activator]	9%[59 µM]	-5%	COC(=O)c1cc2sc(Cl)cc2n1CC(=O)NCC1CCCO1 (stereo unspecified)
4	-3%	-4%	u	4%	-5%	-1	-7%	-33%[59 µM]	-37%	CCOc1ccccc1N1CC(c2nc3ccccc3n2CCCOc2ccc(OC)cc2)CC1=O (stereo unspecified)
5	0%	2%	-20%	-5%	-12%	11	30%	18%[12.7 µM]	-24%	O=C(CCn1cnc2ccccc21)N/N=C/C=C/c1ccccc1
6	15%	1%	-4%	9%	-1%	-5	22%	9%	-16%	O=C(Nc1ccccc1)N1CCN(C2c3ccccc3-c3ccccc32)CC1
7	0%	6%	u	-4%	-5%	2	66%[activator]	18%[12.7 µM]	-8%	COc1cc2c(cc1OC)C(C(=O)NCc1cccnc1)C(c1cccnc1)N(C)C2=O (stereo unspecified)
8	9%	0%	u	8%	-8%	3	u	14µM*	u	COc1ccc(-c2csc3ncnc(N4CCN(c5ccccc5[N+](=O)[O-])CC4)c23)cc1
9	3%	4%	-8%	2%	-1%	2	13%	-5%	2%	O=C(CN1CCOCC1)N1CCN(S(=O)(=O)c2ccccc2)C1c1ccccc1 (stereo unspecified)
10	19%	u	u	11%	-16%	-1	26%	x	79µM*	Cc1ccc(-c2csc(NC(=O)/C=C/c3ccco3)c2C(=O)O)cc1
11	-1%&-6%	-6%	-28%	7%	-2%	2&-2	43%[activator]	x	x	CCC1Nc2ncnc(N3CCCCC3)c2N(Cc2ccc(OC)cc2)C1=O (stereo unspecified)
12	0%	3%	-11%	4%	i	0	25%	-3%[59 µM]	-20%	COc1ccc(NC(=O)C(C)N2C(=O)c3ccccc3C2=O)cc1S(=O)(=O)N1CCOCC1 (stereo unspecified)
13	-1%	-3%	-3%	-14%	-3%	-1	45%[activator]	u	-1%	CSCC[C@H](NC(=O)[C@H](Cc1ccccc1)n1c(=O)[nH]c2ccccc2c1=O)C(=O)N1CCC[C@H]1C(=O)O
14	-1%	17%	-20%	-3%	-4%	-1	29%	-3%	9%	COc1ccc(/C=C/C(=O)OCC(=O)Nc2ccc(OC)c(S(=O)(=O)N3CCCCC3)c2)cc1
15	-1%	4%	-11%	-5%	2%	2	75%[activator]	-21%[2.33 µM]	-1%	COc1ccccc1CNC(=O)C1CCC(CNS(=O)(=O)c2ccc(C)cc2)CC1 (stereo unspecified)
16	-1%	-5%	-16%	2%	4%	3	76%[activator]	x	x	O=C(Cn1cnc2c(OCc3ccccc3)ncnc21)NCCN1CCOCC1
17	u	2%	22µM*	1%	-6%	2	1%	3%	1%	COc1cccc(C(=O)NC(c2ccccc2)C2CCCC2)c1 (stereo unspecified)
18	-2%	7%	-15%	7%	-3%	-4	24%	-34%	-20%	O=C(COC(=O)CCC(=O)c1ccc(F)cc1)Nc1cccc(S(=O)(=O)N2CCCC2)c1
19	1%	-5%	-9%	16%	-7%	0	36%	35µM*	-30%	COc1cc(C(C)=O)ccc1OC(=O)c1cc2cccc(OC)c2oc1=O
20	-22%	-10%	-2%	-15%	-1%	-3	28%	-13%[59 µM]	-29%	O=C(O)c1cccc(-c2ccc(/C=N/n3cnnc3)o2)c1
21	0%	2%	-30%	-3%	-10%	3	32%	u	u	COc1ccccc1C(=O)Nc1nc2nc(C)c(Cc3ccccc3)c(=O)n2[nH]1
22	-4%	-5%	3%	-4%	-4%	4	60%[activator]	-3%	-13%	C=CCN(CC=C)C(=O)C1CCN(S(=O)(=O)c2ccc(-n3cnnn3)cc2)CC1
23	2%	-7%	-13%	-7%	i	3	52%[activator]	5%[59 µM]	-10%	Cc1c(C(C)NC(=O)c2cc(COc3cccc4cnccc34)on2)cnn1C (stereo unspecified)
24	-5%	-2%	-8%	3%	-10%	3	16%	39%[12.7 µM]	4%	NS(=O)(=O)c1ccc(CCNC(=O)c2cccc(S(=O)(=O)N3CCCC3)c2)cc1
25	-2%	-2%	0%	12%	-8%	-3	36%	20%	-24%	O=C1NC(=S)N/C1=C\c1cccnc1
26	17%	-3%	-8%	-7%	-8%	7	53%[activator]	u	-10%	CCOc1ccccc1C1C(C(N)=O)=C(C)Nc2nc(CCCO)nn21 (stereo unspecified)
27	1%	-10%	-10%	u	-5%	-2	75%[activator]	x	x	C1CCN2CC3CC(CN4CCCC[C@@H]34)[C@H]2C1
28	-9%&14%	5%&2%	-13%&-4%	-15%&3%	-14%&4%	0&2	6%&48%	8%	4%	CN=C1SC(CC(=O)NCCc2ccc(OC)c(OC)c2)C(=O)N1C (stereo unspecified)
29	37%[activator]	-2%	-5%	0%	-3%	-5	17%	u	1%	CCN1C(=O)C2C(c3ccccc3F)NC(Cc3ccc(O)cc3)(C(=O)OC)C2C1=O (stereo unspecified)
30	8%	0%	0%	3%	-1%	1	33%	8%	-17%	Cc1ccc(NC(=O)COC(=O)c2ccc3c(c2)OCO3)c(C)c1

Looked up one by one from above:
item	GLS inh	Pin1 inhibitor	JMJD2A Tudor	ERG-DNA inh	Tb PGK inh	PI4K2A block	HP1b binding inh	G9a block	BAZ2B block	molecule
16	-1%	-5%	-16%	2%	4%	3	76%[activator]	x	x	O=C(Cn1cnc2c(OCc3ccccc3)ncnc21)NCCN1CCOCC1
30	8%	0%	0%	3%	-1%	1	33%	8%	-17%	Cc1ccc(NC(=O)COC(=O)c2ccc3c(c2)OCO3)c(C)c1

(more compounds)
item	GLS inh	Pin1 inhibitor	JMJD2A Tudor	ERG-DNA inh	Tb PGK inh	PI4K2A block	HP1b binding inh	G9a block	BAZ2B block	molecule
31	-13%	2%	-1%	0%	-10%	4	39%[activator]	-4%	0%	CCCCC(=O)N/C(N)=N/c1nc2ccccc2o1
32	35%[activator]	-1%	-32%	12%	-10%	-14	1%	x	x	CCOc1ccc(C(=O)CCC(=O)N2CCN(c3ccc(O)cc3)CC2)cc1
33	u	2%	-8%	-15%	-2%	4	40%[activator]	-1%	-9%	Nn1cnnc1SCC(=O)Nc1ccc2c(c1)OCO2
34	2%	-1%	7%	-2%	-10%	-6	18%	1%[59 µM]	-4%	CCC(=O)Nc1ccc2ccccc2c1
35	3%	-5%	-17%	0%	-1%	-1	28%	6%	-8%	O=C(NCc1ccc2c(c1)OCO2)C1CC(=O)N(CCc2ccccc2)C1 (stereo unspecified)
36	7%	-5%	-12%	-7%	9%	4	15%	-5%[2.33 µM]	9%	O=C(NCc1cccs1)c1cc(S(=O)(=O)N2CCOCC2)ccc1N1CCCC1
37	4%	42%[activator]	-23%	11%	2%	-2	-5%	u	-12%	Cc1ccc(-c2nc(S(=O)(=O)c3ccc(C)cc3)c(SCC(=O)c3ccccc3)o2)cc1
38	4%	-5%	-5%[57.1 µM]	-1%	-5%	9	34%[activator]	u	-6%	Cn1c(=O)cc(SCC(=O)NCC2CCCO2)c2ccccc21 (stereo unspecified)
39	1%	-2%	-24%	-3%	i	5	-19%	7.9µM*	-35%	C/C(=N\N=c1/sc2ccccc2n1C)c1ccc(N2CCOCC2)cc1
40	27%	0%	-14%	5%	5%	1	46%[activator]	20%[12.7 µM]	9%	CCOc1ccc(NC(=O)CCN2CCN(c3ccccc3)CC2)cc1
41	11%	-1%	-5%	5%	-6%	-8	13%	-10%	9%	COCCCNC(=O)c1c(-c2ccccc2)noc1C
42	-5%	u	-23%	4%	-9%	-4	24%	u	2%	COc1ccc(C2CC(c3cccs3)=NN2C(=O)CSc2nc(=O)n3ccccc3n2)cc1 (stereo unspecified)
43	-6%	6%	-8%	x	i	1	50%[activator]	x	x	COCCCN(C(=O)CSc1nc2ccccc2c(=O)n1C)c1c(N)n(Cc2ccccc2)c(=O)[nH]c1=O
44	10%	-2%	-8%	-4%	-7%	1	34%	-6%	-14%	CCN1CCN(C(=O)C(=O)c2c(C)[nH]c3ccccc23)CC1
